TAG inh: inhibitors of triacylglycerol accumulation, primary screen, cell-based, uHTS, fluorescence, H9c2; H9c2 cells, Nile Red lipid (TAG) fluorescence; cells loaded with 200 µM oleic acid; inhibition, % at 12.5 µM; 0.66% of 230,000 active; AID 651582, 2012;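 active = pattern-corrected inhibition of lipid staining of at least 50% with the nuclear-stain viability signal not falling by more than 50%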;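 also: 0% = DMSO wells and 100% = triacsin C control wells; some results filed as inactive read as strong as hits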
TAG inh DAPI viability: further read-out of TAG inh, marked with its call; DAPI nuclei signal change (viability), lower = more cytotoxic, %;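 whole-well DAPI fluorescence read on a plate reader as a viability signal; minus 50 percent equals half of cells still viable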
An asterisk follows results filed as active. Only part of the results is shown; rates above refer to the full screens.

The first 29 compounds (preview)
Under each structure: TAG inh, TAG inh DAPI viability
#1 O=C(CCn1nnc2ccccc21)Nc1nnc(COc2ccccc2F)s1
  -4, 8
#2 O=c1[nH]ncc(NCCCO)c1Cl
  -8, -9
#3 Cc1cc(=O)oc2cc(OCC(=O)OCC(=O)NC(C)C)ccc12
  24, -14
#4 c1ccc2c(c1)nc1n2CCN1
  -1, 4
#5 COc1ccc(CCNC(=O)c2ccc(N3CCCC3=O)cc2)cc1
  5, -2
#6 COc1cccc(-c2cc(C(=O)NCC3CCCO3)c3ccccc3n2)c1 (stereo not given)
  3, 6
#7 O=C(CN(c1cccc(Cl)c1)S(=O)(=O)c1ccc(Cl)cc1)NCc1ccccn1
  -1, 6
#8 CC(C)C(=O)N1CCN(c2ccccc2NC(=O)c2ccc(Br)o2)CC1
  -29, -9
#9 COc1ccc(C(=O)NCC(=O)OCC(=O)c2cc(OC)c(OC)c(OC)c2)cc1OC
  -7, 7
#10 Cc1ccc(-c2c(C)n([O-])c3c([n+]2=O)CCCCC3)o1
  -1, 1
#11 Cc1csc(SC(C)C(=O)NCC(=O)Nc2ccc(F)c(F)c2F)n1 (stereo not given)
  -14, 9
#12 COc1ccc(N2CCN(Cc3nc4cc(Cl)ccc4c(=O)[nH]3)CC2)cc1
  -5, 1
#13 COc1ccc(/C(N)=N/OC(=O)CCC2CCCC2)cc1OC
  3, -5
#14 COc1ccccc1C(C)NCC(=O)Nc1c(F)cccc1F (stereo not given)
  -3, -1
#15 Cc1cc(C)n(CC(O)COc2ccc(C(C)C)c(C)c2)n1 (stereo not given)
  3, -7
#16 O=C(NC1CCCC1)NS(=O)(=O)c1ccccc1Cl
  -2, -7
#17 COc1ccc(C(=O)OCCN2C(=O)c3ccccc3C2=O)cc1OC
  3, 1
#18 COc1ccc(-c2cc([N+](=O)[O-])ccc2OCC(=O)N(C)CC(=O)Nc2ccc(C)cc2)cc1
  6, -7
#19 O=C1CCN(C(=O)c2ccccc2)c2ccccc21
  -5, -11
#20 Cc1ccc(NC(=O)CN(C)C(=O)c2ccc(OCc3c(C)noc3C)cc2)cc1
  1, 3
#21 COc1ccc(CCNC(=O)CCCCCN2C(=O)c3ccccc3C2=O)cc1
  21, -21
#22 CSCCC(NC(=O)c1cccc(S(=O)(=O)N2CCN(C(C)=O)CC2)c1)c1nc2ccccc2[nH]1 (stereo not given)
  -10, 4
#23 O=C1C=C(c2cc(F)ccc2F)C[C@@H](c2ccc(Cl)cc2)C1
  13, 6
#24 COc1ccc(OC)c(S(=O)(=O)N(C)CC(=O)N2CCN(c3ccccc3F)CC2)c1
  -8, -8
#25 CC(=O)N1CCN(C(=O)CSc2cc(C)c(Br)cc2C)CC1
  8, -2
#26 Cc1c(-c2ccccc2)n(O)c(-c2ccc(N(C)C)cc2)[n+]1[O-]
  -11, -2
#27 CNC(=O)C[C@H]1C(=O)N(C2CCCCC2)C[C@@H]1C
  11, 2
#28 Cc1ccnc(NC(=O)C2CCN(S(=O)(=O)c3cccc(C(F)(F)F)c3)CC2)c1
  1, -9
#29 Cc1ccc(NC(=O)COC(=O)c2ccc(OCc3c(C)noc3C)cc2)cc1S(=O)(=O)N1CCOCC1
  -1, 5

This part in full, from the first entry:
Under each structure: TAG inh, TAG inh DAPI viability
#1 O=C(CCn1nnc2ccccc21)Nc1nnc(COc2ccccc2F)s1
  -4, 8
#2 O=c1[nH]ncc(NCCCO)c1Cl
  -8, -9
#3 Cc1cc(=O)oc2cc(OCC(=O)OCC(=O)NC(C)C)ccc12
  24, -14
#4 c1ccc2c(c1)nc1n2CCN1
  -1, 4
#5 COc1ccc(CCNC(=O)c2ccc(N3CCCC3=O)cc2)cc1
  5, -2
#6 COc1cccc(-c2cc(C(=O)NCC3CCCO3)c3ccccc3n2)c1 (stereo not given)
  3, 6
#7 O=C(CN(c1cccc(Cl)c1)S(=O)(=O)c1ccc(Cl)cc1)NCc1ccccn1
  -1, 6
#8 CC(C)C(=O)N1CCN(c2ccccc2NC(=O)c2ccc(Br)o2)CC1
  -29, -9
#9 COc1ccc(C(=O)NCC(=O)OCC(=O)c2cc(OC)c(OC)c(OC)c2)cc1OC
  -7, 7
#10 Cc1ccc(-c2c(C)n([O-])c3c([n+]2=O)CCCCC3)o1
  -1, 1
#11 Cc1csc(SC(C)C(=O)NCC(=O)Nc2ccc(F)c(F)c2F)n1 (stereo not given)
  -14, 9
#12 COc1ccc(N2CCN(Cc3nc4cc(Cl)ccc4c(=O)[nH]3)CC2)cc1
  -5, 1
#13 COc1ccc(/C(N)=N/OC(=O)CCC2CCCC2)cc1OC
  3, -5
#14 COc1ccccc1C(C)NCC(=O)Nc1c(F)cccc1F (stereo not given)
  -3, -1
#15 Cc1cc(C)n(CC(O)COc2ccc(C(C)C)c(C)c2)n1 (stereo not given)
  3, -7
#16 O=C(NC1CCCC1)NS(=O)(=O)c1ccccc1Cl
  -2, -7
#17 COc1ccc(C(=O)OCCN2C(=O)c3ccccc3C2=O)cc1OC
  3, 1
#18 COc1ccc(-c2cc([N+](=O)[O-])ccc2OCC(=O)N(C)CC(=O)Nc2ccc(C)cc2)cc1
  6, -7
#19 O=C1CCN(C(=O)c2ccccc2)c2ccccc21
  -5, -11
#20 Cc1ccc(NC(=O)CN(C)C(=O)c2ccc(OCc3c(C)noc3C)cc2)cc1
  1, 3
#21 COc1ccc(CCNC(=O)CCCCCN2C(=O)c3ccccc3C2=O)cc1
  21, -21
#22 CSCCC(NC(=O)c1cccc(S(=O)(=O)N2CCN(C(C)=O)CC2)c1)c1nc2ccccc2[nH]1 (stereo not given)
  -10, 4
#23 O=C1C=C(c2cc(F)ccc2F)C[C@@H](c2ccc(Cl)cc2)C1
  13, 6
#24 COc1ccc(OC)c(S(=O)(=O)N(C)CC(=O)N2CCN(c3ccccc3F)CC2)c1
  -8, -8
#25 CC(=O)N1CCN(C(=O)CSc2cc(C)c(Br)cc2C)CC1
  8, -2
#26 Cc1c(-c2ccccc2)n(O)c(-c2ccc(N(C)C)cc2)[n+]1[O-]
  -11, -2
#27 CNC(=O)C[C@H]1C(=O)N(C2CCCCC2)C[C@@H]1C
  11, 2
#28 Cc1ccnc(NC(=O)C2CCN(S(=O)(=O)c3cccc(C(F)(F)F)c3)CC2)c1
  1, -9
#29 Cc1ccc(NC(=O)COC(=O)c2ccc(OCc3c(C)noc3C)cc2)cc1S(=O)(=O)N1CCOCC1
  -1, 5
#30 Cc1cc(C)n(CCNc2nc3nonc3nc2N2CCCCC2)n1
  -2, 0
#31 c1ccc(-c2nc3cccnc3nc2-c2ccccc2)cc1
  -1, -2
#32 Cc1cc(C)c(S(=O)(=O)N(CC(=O)N2CCCC2)C2CCCCC2)c(C)c1
  17, -5
#33 O=C(c1csc(Nc2cccc3ccccc23)n1)N1CCCC1
  4, 1
#34 CN(CC(=O)Nc1cc(S(=O)(=O)N2CCCC2)ccc1Cl)Cc1cccs1
  9, -31
#35 N#C/C(C(=O)N1CCOCC1)=C1/SC(Cc2ccc(F)cc2)C(=O)N1c1ccccc1 (stereo not given)
  -10, 0
#36 COc1ccc(/C=N/n2cnn(Cc3ccccc3Cl)c2=S)cc1OC
  5, 8
#37 CCN(C[C@H]1N[C@@](CC)(C(=O)OC)[C@H]2C(=O)N(Cc3ccccc3)C(=O)[C@@H]12)S(=O)(=O)c1ccc(C(C)(C)C)cc1
  65*, -11*
#38 O=C(NCc1ccccn1)C(F)(F)C(F)(F)C(=O)NCc1ccccn1
  -1, 3
#39 O=C(Nc1cccc(S(=O)(=O)N2CCOCC2)c1)c1ccc(N2CCCC2=O)cc1
  10, -7
#40 Cc1sc2ncnc(N3CCN(S(=O)(=O)c4ccccc4)CC3)c2c1C
  -35, 2
#41 CN1CCc2nc(SC(C(=O)O)c3ccccc3)c(C#N)c(-c3cccs3)c2C1 (stereo not given)
  17, -8
#42 COc1cccc(C2=NOC(C(=O)N3CCN(c4ccccc4)CC3)C2)c1OC (stereo not given)
  -1, -10
#43 CCOc1ccc(C(=O)CCC(=O)N2CCN(S(=O)(=O)c3cccc(F)c3)CC2)cc1
  8, 0
#44 CC[C@@H]1C/C=C\Cc2ccccc2[C@H](C(=O)C[C@H](O)CC(C)=O)OC1=O
  16, -5
#45 CC1(C(=O)Nc2ccc(Cl)c(C(F)(F)F)c2)Cc2c(-c3ccccc3)ccnc2O1 (stereo not given)
  -9, 8
#46 CC(C)CC1(C(=O)O)NC(c2ccccc2O)C2C(=O)N(C(C)C)C(=O)C21 (stereo not given)
  -3, 6
#47 COC(=O)c1cccc(NC(=O)CSc2nc3cccnc3n2C)c1
  1, -14
#48 CCOC(=O)c1ccc(N(CC(=O)NC2CCCC2)C(=O)CNC(=O)c2ccco2)cc1
  -43, 6
#49 CCOc1cc(NC(=S)NCc2ccco2)c(OCC)cc1NC(=O)CC
  16, -4
#50 CCCC(=O)Nc1ccc(C(=O)NCCCn2ccnc2)cc1
  8, -12
#51 CC(C)C(=O)Nc1nnc(CSCc2ccccc2F)s1
  9, 5
#52 COc1ccc(C(=O)Nc2c(O)ccc3ccccc23)cc1
  3, 0
#53 O=C(c1cc2nc(-c3ccc(F)cc3)cc(C(F)(F)F)n2n1)N1CCOCC1
  -27, -1
#54 CCCc1cc(=O)[nH]c(SCC(=O)N(C)CC(=O)Nc2ccc(F)cc2)n1
  -12, 0
#55 COc1ccccc1CNC(=O)c1cccc(S(=O)(=O)N2CCCC2)c1
  -16, 8
#56 COc1ccc(CC(N)c2csc(NC(=O)C(c3ccccc3)c3ccccc3)n2)cc1 (stereo not given)
  116, -78
#57 N#Cc1c(Nc2ccccc2)c(/C=N/NCCO)c[nH]c1=O
  7, -4
#58 CCC1(C)N=c2c(c(=O)n(C)c(=O)n2C)=NO1 (stereo not given)
  7, 3
#59 CN(NC(=O)c1ccccc1)c1ncc(C(F)(F)F)cc1Cl
  -24, 12
#60 Cc1cccc(C(=O)NCC(=O)OCC(=O)c2ccc(C)s2)c1
  -5, -2

Other records
Under each structure: TAG inh, TAG inh DAPI viability
#61 CC1(CCC(=O)N2CCCC(N3CCN(c4ccc(F)cc4)CC3)C2)CC1 (stereo not given)
  9, 1
#62 CCOc1ccc(-c2nc(-c3ccncc3)no2)cc1OCC
  7, 1
#63 Cc1ccc2c(c1)C(c1ccccc1)C(=O)O2 (stereo not given)
  -9, 12
#64 CNC(=O)Nc1ccccc1F
  -9, 1
#65 Cc1cc(C(F)(F)F)nc(SCC(=O)Nc2nccs2)n1
  0, 4
#66 CN(C)/C=C/C(=O)c1ccccc1OCc1cnc(Cl)s1
  1, 8
#67 CCN1CCN(Cc2ccc(NC(=O)c3cc(NC(=O)c4cc(-c5ccc(OC)cc5)n[nH]4)cc(OC)c3)cc2C(F)(F)F)CC1
  69*, -21*
#68 Cn1c(SCC(=O)N2CCCc3ccccc32)nc2cccnc21
  19, -2
#69 O=C(O)c1ccc(CNCc2ccc(Cl)cc2Cl)cc1
  12, 3
#70 CCNc1nc(NC(C)C)nc(Oc2ccc(OCc3ccccc3)nn2)n1
  0, -6
#71 COc1ccc(C(=O)CSc2nc(-c3ccccn3)nc(C)c2Cl)cc1
  -19, 14
#72 O=C(CS(=O)(=O)Cc1ccccc1)Nc1ccccn1
  -4, 0
#73 CCc1cccc2c(C(=S)N3CCOCC3)c[nH]c12
  7, 2
#74 CCN(CC)S(=O)(=O)c1cc(C(=O)NCCN2CCOCC2)ccc1Cl
  27, -7
#75 Cc1ccccc1OCC(=O)Nc1c2c(nn1C(C)(C)C)CS(=O)(=O)C2
  -3, -9
#76 c1ccc(CCNc2nc(-c3ccncc3)cs2)cc1
  -30, -5
#77 COc1cc(C=O)ccc1OS(=O)(=O)c1ccccc1[N+](=O)[O-]
  -12, 1
#78 CC(C)(C)c1ccc(C(=O)NNc2cc(N3CCCCC3)nc(N3CCCCC3)n2)cc1
  60*, -7.1*
#79 O=C(/C=C/c1ccccc1Cl)N1CCOCC1
  -4, -9
#80 CC1=CCCC(C)(C)C1/C=C/C(C)=N/NC(=O)c1ccncc1 (stereo not given)
  -8, 4

Given with one line to a screen: part of the list above.
#8 CC(C)C(=O)N1CCN(c2ccccc2NC(=O)c2ccc(Br)o2)CC1
#9 COc1ccc(C(=O)NCC(=O)OCC(=O)c2cc(OC)c(OC)c(OC)c2)cc1OC
assay / compound	8	9
TAG inh	-29	-7
TAG inh DAPI viability	-9	7

Next results.
Under each structure: TAG inh, TAG inh DAPI viability
#81 Cc1cc(C)c2[nH]c(=O)c(=O)[nH]c2c1
  -15, 2
#82 Cc1cc(C)c(/C=N/NC(N)=O)c(C)c1/C=N/NC(N)=O
  -11, -4
#83 CN(CC(=O)NCCc1ccc(S(N)(=O)=O)cc1)CC(=O)Nc1cccc(F)c1
  -7, 7
#84 COc1ccccc1C(=O)NC(=O)COC(=O)CCOc1ccc(C)cc1
  2, -3
#85 CCC1=C2CC[C@H]3C(=O)N(c4ccccc4)C(=O)[C@H]3[C@H]2[C@@]2(C)C(=NCC3CC3)OC(=O)N2C1=O
  14, -4
#86 CCOC(=O)c1nn(-c2ccc(F)cc2)c(=O)cc1OCC(=O)Nc1ccc(F)c(F)c1
  -11, 7
#87 CC(=O)Nc1ccc(S(=O)(=O)N(Cc2ccco2)CC2CCCO2)cc1 (stereo not given)
  -5, -4
#88 CC(C)C[C@@H](CNCC(=O)[C@H](C)NC(=O)c1[nH]cnc1C(=O)N[C@@H](C)CN)NC(=O)c1nc[nH]c1C(=O)N[C@@H](CC(=O)O)C(=O)O
  15, -4
#89 Nc1ccc(-c2cnc3ccccc3n2)cc1
  -9, 16
#90 Cc1ccc(Cn2ccc(NC(=O)c3cc(CC(C)C)on3)n2)cc1
  -41, 3
#91 CCN(CC)CCn1c2c(c(SCC(=O)Nc3ccc4c(c3)OCCO4)nc1=O)CCC2
  -3, 43
#92 NS(=O)(=O)c1cccc(NC(=O)CN2CCc3ccccc32)c1
  2, 1
#93 COc1ccc(C2C(C#N)=C(N)N(c3sc4c(c3C#N)CCCC4)C3=C2C(=O)CC(C)(C)C3)cc1 (stereo not given)
  0, -6
#94 O=C(Oc1c(Br)cc(C(=S)N2CCOCC2)cc1Br)c1ccc(Cl)cc1
  7, 2
#95 CCC[n+]1c(C)sc2c3c(ccc21)CCCC3
  14, -17
#96 CCOC(=O)c1cnc2cc(Cl)c(OC)cc2c1NCC1CCCO1 (stereo not given)
  4, 17

Screening results as filed in PubChem BioAssay.
